High-throughput results from PubChem BioAssay.
Growth percent in the NCI-60 one-dose screen (48 h, 10 µM unless noted): 100 = growth as untreated, 0 = no growth, -100 = all killed.
SK-OV-3 = SK-OV-3 ovarian cancer cells | AID 1794785 | hit rate 3.2% among 80,000
OVCAR-5 = OVCAR-5 ovarian cancer; hit rate 2.9% among 82,000
OVCAR-4 = OVCAR-4 ovarian cancer cells | hit rate 3.7% among 80,000
SF-295 = SF-295 CNS cancer cells | hit rate 5.6% among 79,000
PC-3 = PC-3 prostate cancer cells; AID 1794754; hit rate 3.9% among 80,000
OVCAR-3 = OVCAR-3 ovarian cancer; hit rate 7% among 79,000
OVCAR-8 = OVCAR-8 ovarian cancer; hit rate 4.4% among 81,000; AID 1794782
DU-145 = DU-145 prostate cancer. AID 1794760. hit rate 4.2% among 81,000
U251 = U251 CNS tumor cells; hit rate 5.4% among 80,000; AID 1794753
The depositor's hits bear a star; / = not tested or not shown; & = joins results of further samples; [ ] = remark or other dose. The calls were made as follows: active = growth percent below 10; inactive = the rest. Hits appear at their usual frequency (roughly 11% active in at least one column).

SMILES	SK-OV-3	OVCAR-5	OVCAR-4	SF-295	PC-3	OVCAR-3	OVCAR-8	DU-145	U251
CCCNNC(=O)/C=C/c1ccc(CNCCc2c(C)[nH]c3ccccc23)cc1	0.0*[2.5 µM]	2.0*[2.5 µM]	42[2.5 µM]	18[2.5 µM]	31[2.5 µM]	20[2.5 µM]	11[2.5 µM]	24[2.5 µM]	8.1*[2.5 µM]
Cc1cc(C(=O)O)ccc1[N+](=O)[O-]	118	114	/	116	97	113	111	101	97
COc1cc(C(=O)NCc2ccc(OCCN(C)C)cc2)cc(OC)c1OC	118&119	106	112&107	100&103	97&91	106&127	94&102	108&116	98&100
CCOC(=O)c1c(C)oc2ncnc(N3CCN(C(=S)Nc4ccccc4)CC3)c12	97	90	85	96	92	103	94	101	90
CCCCCn1cnc2c(=S)nc[nH]c21	99	121	87	119	98	124	118	124	110
O=C(O)c1c[nH]c2c(Cl)cccc2c1=O	100	95	105	96	91	110	98	117	/
Cc1nc(-c2ccccc2)no1	110	110	100	118	101	113	101	114	102
Cc1ccc(N2N=C(C(=O)N(C)C)N(C)CC2=O)cc1	120	96	116	98	94	116	103	109	100
Cc1ccc(Cc2cnc(NC(=O)c3ccc(/C=C4\SC(=S)N(C)C4=O)cc3)s2)cc1	29	34	48	8.5*	37	3.3*	35	26	62
CC(=O)Nc1ccccc1F	97	102	102	112	/	108	105	126	104

Look-ups from the entries so far.
For U251, `Cc1nc(-c2ccccc2)no1` shows 102
For U251, `CC(=O)Nc1ccccc1F` shows 104
For OVCAR-3, `CCOC(=O)c1c(C)oc2ncnc(N3CCN(C(=S)Nc4ccccc4)CC3)c12` shows 103
For PC-3, `Cc1ccc(Cc2cnc(NC(=O)c3ccc(/C=C4\SC(=S)N(C)C4=O)cc3)s2)cc1` shows 37

New compounds follow.
SMILES	SK-OV-3	OVCAR-5	OVCAR-4	SF-295	PC-3	OVCAR-3	OVCAR-8	DU-145	U251
CC1=C(C(=O)Nc2ccccc2C)C(c2cccc([N+](=O)[O-])c2)C(C(=O)Nc2ccccc2C)=C(C)N1	78	93	90	91	77	102	98	105	92
[2H]C([2H])([2H])Oc1ccc(/C=C/C(=O)/C=C(O)/C=C/c2ccc(OC([2H])([2H])[2H])c(OC([2H])([2H])[2H])c2)cc1OC([2H])([2H])[2H]	39	72	42	39	33	37	22	59	20
CC(N)CCCO (stereo not given)	101	104	110	100	101	105	106	104	95
Fc1ccc(-c2cs/c(=N\N=C\c3ccc(Cl)cc3)n2/N=C/c2ccc(Cl)cc2)cc1	71	117	122	95	98	96	68	102	68
O=C1C(c2c(O)[nH]c3ncccc23)=Nc2ccccc21	70	78	80	102	73	76	84	81	88
COc1ccc(OC)c2c1C(=O)CC2C (stereo not given)	/	112	/	98	98	101	105	107	100
COc1ccc(-n2nc(C(=O)Nc3ccc(Cl)cc3)nc2-c2cc(OC)c(OC)c(OC)c2)cc1	102	101	88	87	86	100	94	112	108
CCCCCCC(C)OC(=O)c1ccccc1C(=O)O (stereo not given)	106	105	104	100	97	115	104	109	96
NC(=O)c1[nH]cnc1/N=N/N1CCCC1	63	95	83	88	77	105	90	81	94
CCCSc1cc(SCCC)nc(N)n1	105	104	101	99	97	113	110	112	104
NC(=S)c1c(N)n(C2OC(CO)C(O)C2O)c2ncnc(N)c12 (stereo not given)	5.9*	3.6*	14	-0.3*	-10*	-54*	-10*	4.8*	17
COc1ccc(C2C=C(C)N=C3SC=CN32)cc1OC (stereo not given)	112	114	102	101	96	/	97	111	97
Brc1cc(Br)c(N=Nc2c(Br)cc(Br)cc2Br)c(Br)c1	87	103	97	99	80	113	90	121	81
O=C(O)c1cccc(-n2c(O)c(C=C3N=c4ccccc4=N3)sc2=S)c1	103	92	97	101	89	102	104	113	101
ClC(Cl)(Cl)C1OCCCO1	112	101	111	103	92	116	107	110	/
CC(C)(C)n1cc(-c2ccnc(NCCCNS(=O)(=O)c3ccc(C(F)(F)F)cc3)c2)c(-c2cccc(F)c2)n1	94	85	100	95	72	95	83	93	68
Nc1cccc(-c2nc3sccn3c2-c2ccnc(NCCNS(=O)(=O)c3ccc(F)cc3)n2)c1	103	105	72	92	82	92	91	95	91
CCCCCCCC[Si](OCC)(OCC)OCC	105	104	103	111	91	106	99	105	99
Cc1cn(-c2cc(NC(=O)c3ccc(C)c(Nc4nccc(-c5cccnc5)n4)c3)cc(C(F)(F)F)c2)cn1	119	57	52	43	26	93	43	46	38
O=C(/C=C/c1cccc(O)c1)c1cccc(-n2cc(-c3ccccc3)[nH]c2=O)c1	106	-9.2*	20	65	/	-28*	9.1*	-17*	-77*
Cc1nc2nc(N)nc(N)c2nc1C	103	94	96	91	93	98	96	110	100
CCN(CC)c1ccn(CC(=O)NCCC(C)C)c(=O)c1	110	108	100	104	91	110	107	105	100
Cc1nc2ccccc2c(/C=C/c2ccc(Br)cc2)c1C(=O)/C=C/c1ccccc1	49	-18*	12	4.2*	20	-72*	2.2*	-3.8*	-82*
COc1ccc(CCNC(=O)C(=O)[C@H](Cc2ccccc2)NC(=O)c2oc3cc(O)ccc3c(=O)c2C)cc1	103	104	90	89	87	98	94	103	99
O=C(CCn1cc[n+](CC(=O)c2ccc(Br)cc2)c1)Nc1cccc2cccnc12	93	97	82	91	87	94	97	102	91
O=C1/C(=C/c2ccc(Cl)cc2Cl)CN(S(=O)(=O)c2ccccc2)C/C1=C\c1ccc(Cl)cc1Cl	45	-3.2*	23	/	6.1*	-36*	14	9.5*	/
Cc1nc2sc(C(=O)Nc3ccccc3)c(N)c2c(C)c1Br	67	89	37	81	65	85	85	83	64
CC(=O)Oc1c(C(=O)O)ccc2ccccc12	106&97	101&100	114&114	97&103	103&89	108&109	102&108	107&109	105&93
O=C(O)c1cn(C2CC2)c2cc(N3CCN(C(=O)N/N=C/c4cccs4)CC3)c(F)cc2c1=O	97	100	99	100	90	106	103	106	106
O=C(Cc1ccccc1)NNc1ccccc1	95	88	95	87	65	107	87	98	99
CC12C(=O)OC(=O)C1C1c3ccccc3C2c2ccccc21 (stereo not given)	100	101	115	106	97	99	103	104	102
COc1cc(-c2nc3sc4c(c3c(=O)[nH]2)CCCCCC4)cc(OC)c1OC	14	38	62	14	38	-3.0*	25	12	26
COc1ccc(-c2nc3c(c(-c4ccccc4)nn3-c3ccccc3)c(-c3ccc(N4CCN(C)CC4)cc3)c2C#N)cc1	109	104	107	107	94	103	94	93	77
N#Cc1c(/N=C\NNC(=O)c2ccccc2O)oc(-c2ccccc2)c1-c1ccccc1	92	99	80	76	94	96	71	99	88
CS(=O)(=O)OCc1cn(-c2ccc(S(N)(=O)=O)cc2)nn1	127	104	101	107	98	111	102	105	99
C[C@@H](Nc1c(C#N)cnc2ccc(-c3cnc4[nH]ncc4c3)cc12)c1ccccc1	20	15	37	-0.1*	13	3.5*	24	12	23
CC(=O)Oc1cccc2c1C(=O)c1c(OC(C)=O)cc(C(=O)O)cc1C2=O	111	106	111	95	106	110	103	118	104
CCCCCCCOc1nc2c(c(=O)n(C)c(=O)n2C)n1C	106	114	105	100	96	104	103	102	100
O=C1/C(=C/c2cccc([N+](=O)[O-])c2)Sc2scc(-c3ccc([N+](=O)[O-])cc3)[n+]21	100	104	101	99	96	92	88	/	93
O=C(CSc1oc(-c2ccccc2)nc1S(=O)(=O)c1ccc(Br)cc1)c1ccccc1	102	125	104	103	67	116	98	105	96
COc1ccc(-c2nc(SCCC(C)C)nc(N/N=C(/C)c3ccc(N)cc3)c2C#N)cc1	89	94	101	102	97	99	93	97	90
CC(=O)c1nc2ccccc2n1CCn1cc(CC(N)C(=O)O)c2ccccc21 (stereo not given)	108	97	99	110	/	108	99	104	102
Cc1cc(=O)oc2cc(OCCCCOc3ccc(/C=C/C(=O)Nc4cccc(Cl)c4)cc3)ccc12	119	82	-30*	79	91	28	50	47	57
COC(=O)C1=C(C)NC(C)=C(C(=O)OCc2ccccc2)C1c1cccc(C#N)c1 (stereo not given)	101	79	90	55	49	91	65	85	53
CCOc1ccc(I)cc1	110	94	109	113	88	116	97	105	103
Cc1cc(C2C(=O)NC(=O)C2=O)c(C)cc1Br (stereo not given)	107	102	108	143	90	115	104	114	103
COc1ccc(-c2cn(-c3ccc(Cl)cc3)c(SCC(=O)c3ccc(C)cc3)n2)cc1	82	94	79	87	76	94	79	110	93
COc1ccc(C(C)=C(c2ccc(OCCN(C)C)cc2)c2ccc(OCCN(C)C)cc2)cc1	-5.2*	-5.2*	-35*	-70*	1.0*	-46*	-2.5*	20	-64*
COc1ccc(-c2oc3c(OC)c4c(c(OC)c3c2CC(=O)N2CCOCC2)OCO4)cc1	112	100	109	99	103	111	99	106	100
Cc1cc(Br)cc(Br)c1OCC(=O)O	96	103	105	97	77	107	99	114	93

Next results follow:
SMILES	SK-OV-3	OVCAR-5	OVCAR-4	SF-295	PC-3	OVCAR-3	OVCAR-8	DU-145	U251
C#CCn1cc(/C=N/Nc2nc(-c3ccc(F)cc3)cs2)c2ccccc21	88	94	90	81	85	95	98	102	98
COc1ccc(CCN2COc3c([C@@H](C)CCC=C(C)C)ccc(C)c3C2)cc1OC	83	83	40	43	48	30	72	/	50
CCCCCCCCCCCCc1ccc(C(C)=O)cc1	115	109	98	92	93	117	96	112	98
O=C(c1ccc(-c2nc(CSc3nc4ccccc4s3)no2)cc1)N1CCSCC1	73	117	69	41	64	79	43	82	62
COc1ccc(-c2nn(-c3ccccc3)cc2/C=C2\SC(=S)N(C)C2=O)cc1	105	94	78	86	93	124	92	100	/
CCOc1nc(-c2ccccc2)cc2c(O)c(C(=O)N/N=C/c3ccc(O)cc3)[nH]c(=O)c12	92	108	106	89	46	98	109	114	105
O=[N+]([O-])c1ccc(-c2nnc(CNc3ccc(F)c(Cl)c3)o2)cc1	95	116	101	102	106	104	103	107	107
CC(NCc1ccccc1)c1cc(Cl)ccc1O (stereo not given)	109	104	/	128	84	101	97	97	103
NCCCCN(C[C@H]1Cc2ccccc2CN1)[C@H]1CCCc2cccnc21	99	89	93	63	70	96	91	99	87
Clc1nnc2ccc(Oc3cccc(-c4ccc(Oc5ccccc5)cc4)c3)nn12	86	89	88	89	56	/	77	89	82

Complete entries from above:
Listed for `COc1ccc(CCN2COc3c([C@@H](C)CCC=C(C)C)ccc(C)c3C2)cc1OC` = SK-OV-3: 83; OVCAR-5: 83; OVCAR-4: 40; SF-295: 43; PC-3: 48; OVCAR-3: 30; OVCAR-8: 72; DU-145: /; U251: 50
Listed for `C#CCn1cc(/C=N/Nc2nc(-c3ccc(F)cc3)cs2)c2ccccc21` = SK-OV-3: 88; OVCAR-5: 94; OVCAR-4: 90; SF-295: 81; PC-3: 85; OVCAR-3: 95; OVCAR-8: 98; DU-145: 102; U251: 98
Listed for `Clc1nnc2ccc(Oc3cccc(-c4ccc(Oc5ccccc5)cc4)c3)nn12` = SK-OV-3: 86; OVCAR-5: 89; OVCAR-4: 88; SF-295: 89; PC-3: 56; OVCAR-3: /; OVCAR-8: 77; DU-145: 89; U251: 82

Next section
SMILES	SK-OV-3	OVCAR-5	OVCAR-4	SF-295	PC-3	OVCAR-3	OVCAR-8	DU-145	U251
Cc1cccc2c1nc(-c1ccc3c(c1)OCO3)n2Cc1c(F)cccc1F	85	91	82	86	76	98	90	98	71
CC1CCCCN1/N=N/c1nc2c([nH]1)c(=O)n(C)c(=O)n2C (stereo not given)	107&106	102&113	105	101&143	87&117	108&105	107&101	111&111	99&106
C#COc1cccc(Nc2ncnc3ncc(NC(=O)C=C)cc23)c1	80[6.25 µM]	89[6.25 µM]	77[6.25 µM]	78[6.25 µM]	88[6.25 µM]	74[6.25 µM]	79[6.25 µM]	77[6.25 µM]	81[6.25 µM]
CCCCCCc1nc2nc(Cl)c(Cl)nc2[nH]1	92	97	/	58	48	40	72	72	49
OC(c1ccccc1)c1n[nH]c(=S)n1-c1ccc(F)cc1 (stereo not given)	106	100	106	232	99	99	109	105	96
C/C(=N\NC(=S)Nc1cccc(Cl)c1Cl)c1sc(Nc2cccc(Cl)c2)nc1C	110	108	117	92	104	121	103	107	105
CS(=O)(=O)c1ccc(-n2nc(C(=O)N(O)Cc3ccccc3)cc2-c2ccccc2)cc1	107	102	105	103	97	132	100	113	99
O=S(=O)(O)CC(O)CN1CCN(CCO)CC1 (stereo not given)	95	117	114	119	81	108	99	111	106
CC1(C)CCC(C)(C)c2cc(NC(=O)c3ccc(C(=O)NC#N)cc3)ccc21	96	106	94	96	85	101	103	104	89
O=C(Nc1nnc(-c2ccncc2)s1)c1ccccc1	71	91	88	104	89	102	92	100	/
CCOC(=O)c1nc(-c2ccc(C)cc2)oc1Sc1ccc(Br)cc1	102	96	105	108	102	108	98	107	90
CC(=O)N1CCN(c2ccc(NC(=O)COc3ccc(C4CCCCC4)cc3)cc2)CC1	95	106	86	69	64	83	86	91	/
C=CCNc1nnc(C)s1	115	96	113	115	90	110	/	118	107
Cc1cccc2c3c(sc12)C(c1ccc(F)cc1)C(C#N)=C(/N=C/c1ccc(Cl)cc1)O3 (stereo not given)	35	23	70	3.6*	14	/	-3.9*	21	4.9*
NCCNCCN	112	99	103	96	92	112	100	108	93
O=C(CCN1CCCC1)Nc1ccc2c(NCc3ccc(F)cc3)c3ccccc3nc2c1	-5.6*	2.2*	-31*	23	-17*	-46*	2.6*	-38*	-39*
Nc1nc(=S)[nH]c(N)c1N=O	87	113	116	105	79	104	96	106	88
COc1ccc(C2=NN(C(C)=O)C(c3ccc(OC)c(OCc4ccccc4)c3)C2)cc1OC (stereo not given)	106	106	76	88	79	96	91	98	86
O=[N+]([O-])c1cccc(C(F)(F)F)c1	106	97	103	101	95	117	106	120	104
